STK33 kinase inh: inhibitors of human STK33 kinase. hit rate 0.073% among 320,000. inhibition, % at 10 µM. purified STK33, MBP phosphorylation, ADP-Glo luminescence;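 active = inhibition at or above 25%, using the most active replicate where run in duplicate; inactive = inhibition below 25%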
Target sequence (Q9BYT3 whole entry, looked up): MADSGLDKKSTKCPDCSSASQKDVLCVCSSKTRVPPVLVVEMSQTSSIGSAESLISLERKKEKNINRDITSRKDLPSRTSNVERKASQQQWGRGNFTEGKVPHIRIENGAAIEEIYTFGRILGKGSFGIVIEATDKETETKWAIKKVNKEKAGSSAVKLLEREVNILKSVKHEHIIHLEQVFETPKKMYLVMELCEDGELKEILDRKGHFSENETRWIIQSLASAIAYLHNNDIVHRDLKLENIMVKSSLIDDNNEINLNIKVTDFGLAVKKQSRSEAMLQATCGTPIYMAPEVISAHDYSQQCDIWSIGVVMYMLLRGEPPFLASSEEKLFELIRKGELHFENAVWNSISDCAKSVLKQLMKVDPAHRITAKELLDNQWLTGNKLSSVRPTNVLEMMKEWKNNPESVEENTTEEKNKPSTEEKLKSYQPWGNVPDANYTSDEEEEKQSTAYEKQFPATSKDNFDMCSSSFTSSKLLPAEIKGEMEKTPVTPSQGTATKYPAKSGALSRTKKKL
Kir21 inh: inhibitors of mouse Kir2.1 inward-rectifier potassium channel | B-score at 10 µM | HEK293-Kir2.1, FluxOR thallium flux fluorescence; hits give low values | hit rate 0.85% among 310,000;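 active = fluorescence ratio B-score at or below minus 3 SD of library scores, with starting-brightness B-score within 2 SD, cut at about -4.2 in these data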;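 note: channel flux triggered by added potassium and thallium sulfate stimulus; B-score of peak minus minimum fluorescence over baseline after thallium stimulus; more negative B-score means stronger Kir2.1 block with less thallium influx; some compounds called inactive have numbers as strong as hits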
Target sequence (P35561 whole entry, looked up): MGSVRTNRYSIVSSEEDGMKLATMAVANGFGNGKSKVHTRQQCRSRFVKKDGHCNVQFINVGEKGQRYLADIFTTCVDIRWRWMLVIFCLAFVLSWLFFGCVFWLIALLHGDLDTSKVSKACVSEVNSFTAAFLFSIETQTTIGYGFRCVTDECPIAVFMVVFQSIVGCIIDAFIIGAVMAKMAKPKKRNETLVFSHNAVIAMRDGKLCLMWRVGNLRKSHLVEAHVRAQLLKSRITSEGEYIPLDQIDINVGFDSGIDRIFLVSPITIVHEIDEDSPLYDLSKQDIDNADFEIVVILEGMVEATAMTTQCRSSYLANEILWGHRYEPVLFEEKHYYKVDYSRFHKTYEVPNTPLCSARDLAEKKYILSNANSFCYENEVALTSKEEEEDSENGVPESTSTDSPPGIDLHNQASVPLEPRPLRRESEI
An asterisk follows results filed as active; nt = no result given. Compounds were not picked by outcome. Share with any hit: about 0.84%.

STK33 kinase inh	Kir21 inh	SMILES
-1.6	2	CCOC(=O)N1CCN(c2c(NCCN3CCN(c4ccccc4F)CC3)c(=O)c2=O)CC1
-0.3	0.02	Cc1cc(NC(=O)CCC(=O)N(c2cccc(F)c2)C(C(=O)NC2CCCC2)c2ccc(C)o2)no1 (stereo not given)
-0.1	0.57	CCOC(=O)C1CCN(C(=O)NS(=O)(=O)c2ccc(C)cc2)CC1
-1.2	-0.74	COC(=O)c1cc(-c2ccc(C)o2)nc2ccccc12
-0.4	-0.61	Cc1ccc(C)n1CCN1CCN(CC(=O)Nc2ccc(S(N)(=O)=O)cc2)CC1
0.0	-1.8	COC(=O)CCC(=O)c1oc2ccc(OC)cc2c1N
0.1	-1.4	COC(=O)NCC(c1ccco1)N1CCN(c2ccccc2)CC1 (stereo not given)
0.9	1.5	COc1ccccc1NC(=O)Nc1ccnn1C1CCN(C(=O)c2cccnc2)CC1
0.3	-0.75	CC(=O)c1ccc(C(=O)N2CCCC(C(=O)c3ccc(Cl)cc3)C2)s1 (stereo not given)
-1.4	0.54	Cc1ccc2cn[nH]c2c1NC(=S)NC(=O)c1ccccc1
-3.5	1.1	Cc1ccc(C(C)NC(=O)c2ccc3c(c2)OCO3)cc1C (stereo not given)
nt	0.27	CCNC(=S)N=Nc1c(O)n(Cc2ccc(Cl)cc2)c2ccccc12
-0.4	1.8	CC(C)C(C(=O)NC1CCCC1)N(CC1CCCO1)C(=O)CNS(=O)(=O)c1ccccc1 (stereo not given)
-2.0	nt	O=C(C1=NN(c2ccccc2)C2C(=O)N(c3cccc(Cl)c3)C(=O)C12)c1ccccc1 (stereo not given)
0.9	-1	Cc1cccc(C)c1-n1ncc(C(=O)NC2CCCC2)c1C1CCNCC1

(more compounds)
STK33 kinase inh	Kir21 inh	SMILES
-2.2	0.9	O=C1C2CCCN2C(=S)N1c1ccc(Cl)cc1 (stereo not given)
0.1	0.53	CCOc1ccc(C2=NNC(c3cccs3)=Nc3ccc(OC)cc32)cc1OCC
0.8	2.3	COC(=O)c1sccc1NC(=O)Nc1cc(C)cc(C)c1
-0.4	-1.1	O=C(NNC(=S)Nc1ccccc1Cl)C1CC1
0.9	0.01	Cc1cccc(C(=O)Nc2ccc(NC(=O)CN3CCOCC3)cc2)c1
-0.6	nt	O=C(COc1ccccc1F)OCC(=O)c1ccc([N+](=O)[O-])cc1
-0.2	-0.38	Cc1cc(C(=O)NC2CC(C)(C)Cc3c2cnn3-c2ccccc2)n[nH]1 (stereo not given)
-1.0	-1.8	CCN(CC(=O)NC(=O)NC1CCCC1)Cc1ccccc1
-1.5	0	Cc1cccc(NC(=S)NCc2ccc3c(c2)OCO3)c1C
-1.1	0.07	Cc1cccc(N2CC(C(=O)OCC(=O)c3ccc(OC(=O)c4cccs4)cc3)CC2=O)c1C (stereo not given)
0.3	-0.59	COc1cc(/C=N/NC(=O)c2cc(C)oc2C)ccc1O
1.9	-0.04	COc1ccc(-c2nnc(COc3ccc(Br)cc3C)o2)cc1
-1.1	2.2	COCCOC(=O)c1ccc(NC(=O)COc2ccc([N+](=O)[O-])cc2)cc1
1.3	1.4	CC(C)Cc1cc(C(=O)Nc2cccc(O)c2)no1
-1.3	-1.9	Cc1nc(-n2cc(F)c(=O)[nH]c2=O)c2nc(C)oc2n1

Going on with the list.
STK33 kinase inh	Kir21 inh	SMILES
-1.7	1.1	C/C=C(\C)CN1CCC(Oc2ccc(C(=O)NCc3ccccn3)cc2)CC1
-0.2	0.56	Cc1cc(C(=O)COC(=O)c2ccc(O)cc2)c(C)n1-c1ccccc1F
1.2	0.48	CC(C)N(C(=O)CSc1nnc(CNc2ccc(F)cc2)o1)C(C)C
-1.7	-1.8	CCCCN(C)CCn1c(=S)[nH]c2cc(OCC)c(OCC)cc2c1=O
-0.7	2.4	O=C(Nc1cccnc1)c1cc(-c2ccco2)on1
-1.5	-1.1	O=C(Nc1ccc(Cl)cc1)c1cc2c(cc1O)[nH]c1ccccc12
-2.7	-0.2	Cc1cccc(C)c1N1C(=O)CC(N(O)c2ccccc2)C1=O (stereo not given)
0.5	0.34	Cc1sc2ncnc(SCC(=O)NNC(=O)c3ccco3)c2c1C
-3.0	-0.3	O=C(O)CN1C(=O)/C(=C/c2ccsc2)SC1=S
-4.0	0.02	CC(=O)N1CCOc2ccc(S(=O)(=O)N3CCC(C(=O)NCc4ccccc4)CC3)cc21
-0.6	-0.96	Cc1cc(C)cc(Nc2ncc3c(n2)CCCC3=O)c1
0.0	1.9	CCOC(=O)C1=C(COC(=O)/C=C/c2cccc([N+](=O)[O-])c2)NC(=O)NC1C (stereo not given)
0.1	1.1	CCOC(=O)c1c(NC(=O)Cn2nnc(-c3ccc(Cl)cc3)n2)sc(C)c1C
0.9	-0.68	CCc1ccc(NC(=O)CS(=O)CC(=O)Nc2ccc(N3CCOCC3)cc2)cc1 (stereo not given)
0.3	-0.85	CCOC(=O)N1CCC2(CC1)C(C#N)=C(N)OC1=C2C(=O)CC(C)C1 (stereo not given)

Additional records follow:
STK33 kinase inh	Kir21 inh	SMILES
-1.3	1	CCOC(=O)c1c(NC(=O)CSc2nnnn2C)sc(C(=O)N(C)C)c1C
0.2	1.2	Cc1nc2cc(-c3ccccc3)[nH]n2c(=O)c1C
0.6	0.01	Cc1ccc(NC(=O)CSc2nc3ccccc3c3nc4ccccc4n23)cc1
1.1	1.6	CC(NS(C)(=O)=O)C(c1cccs1)N1CCN(c2ccc(F)cc2)CC1 (stereo not given)
-1.0	1.5	COc1ccc(N(C(C)C(=O)Nc2cccnc2)S(C)(=O)=O)cc1 (stereo not given)
0.4	nt	NC(=O)C1CCN(c2nc(-c3ccccc3-c3ccccc3)cs2)CC1
-0.7	1.5	Cc1ccnc(NC(=O)CCC(=O)N(CC(=O)NC(C)(C)C)c2ccc3c(c2)OCO3)c1
1.4	-7.8*	CCOC(=O)c1c(-c2ccccc2)oc2ccc(OCC(O)CN(C)C)cc12 (stereo not given)
nt	-0.01	CC1CC(=O)c2cnc(Nc3ccccc3)nc2C1 (stereo not given)
0.6	0.05	CC(C)Nc1nc(NC(C)C)nc(Nn2cnnc2)n1
-1.0	0.29	CCOC(=O)C1CCCN(c2ccc(NC(=O)c3snc4c(=O)[nH]cnc34)cc2)C1 (stereo not given)
1.1	0.92	COCCCNC(=O)c1cc(OC)c(OC)c(OC)c1
1.3	0.71	O=C(Nc1ccccn1)c1cc(-n2cnnc2)ccc1Cl
-1.8	-0.19	CCCC(=O)Nc1c2c(nn1-c1ccc([N+](=O)[O-])cc1)CS(=O)(=O)C2
0.8	-0.02	COc1ccc(-c2csc3nc(C)nc(N4CCCCC4)c23)cc1OC

(cont.)
STK33 kinase inh	Kir21 inh	SMILES
-0.2	1.8	Cn1c(=O)[nH]c(=O)c2[nH]c(NCCCN3CCOCC3)nc21
0.1	-0.08	COCCCNC(=O)C(=O)N/N=C/c1cc2c(cc1Br)OCO2
-0.9	1.5	Cc1cccc(N2CCN(C(=O)c3cc(COc4ccc(F)c(F)c4)on3)CC2)n1
-1.0	-0.17	COc1cc(CC(NC(C)=O)C(=O)NC2CCN(C(=O)Nc3ccccc3Cl)CC2)cc(OC)c1 (stereo not given)
1.6	-1.7	CC(=O)N1c2ccc(S(=O)(=O)N3CCCCC3)cc2CC1C(=O)Nc1cccc(C)c1 (stereo not given)
-0.1	0.89	CCCC[n+]1ccn(C2=C([O-])c3ccccc3C(=O)/C2=N\S(=O)(=O)c2ccc(Br)cc2)c1
4.9	-1.1	Cc1ccccc1Cn1nc(C)c(NC(=O)C(F)(F)F)c1C
0.2	0.15	CCOC(=O)C1=NNC2(c3ccc(C)cc3)C(=O)N(c3ccc(Cl)cc3)C(=O)C12 (stereo not given)
-0.9	-0.33	CC(C)(C)NC(=O)CN(CCN1CCOCC1)C(=O)CNS(=O)(=O)c1ccc(Cl)cc1
1.1	-0.19	O=C(NC1CC1)c1ccc2c(c1)ncn2C1CCCC1
1.4	-0.93	O=C(c1ccc(COc2ccc(F)cc2)o1)n1cccn1
-0.5	-2.8	CC(CCc1ccccc1)N1CCN(Cc2ccccc2)CC1 (stereo not given)
0.6	-0.12	O=C(NCCO)c1cccc(S(=O)(=O)N2CCCCC2)c1
2.9	-0.83	NC(=O)C1CCN(CC(=O)Nc2ccccc2Sc2ccccc2)CC1
-2.8	0.06	CCC(=O)Nc1cccc(NC(=O)CSc2nnnn2Cc2ccccc2)c1

Other compounds
STK33 kinase inh	Kir21 inh	SMILES
-0.4	-0.08	COc1ccc(CNC(=O)CCN2C(=S)NC(C)(C)CC2C)cc1 (stereo not given)
-1.0	1.9	COc1ccc(OC)c(NC(=O)/C=C/c2ccccc2[N+](=O)[O-])c1
-0.8	0.46	CCCn1nc(NC(=O)c2cccs2)c2cc3cc(C)ccc3nc21
-0.6	1.2	COc1ccc(OC)c(S(=O)(=O)Nc2ccc(O)c3ccccc23)c1
-1.4	-0.31	O=C(CSc1nnnn1-c1cccc(C(=O)O)c1)NC(c1ccccc1)c1ccccc1
0.2	-0.69	CCNc1cc(N2CCOCC2)nc(SC)n1
nt	0.84	O=S(=O)(c1ccc(F)cc1)c1nc(-c2ccc(F)cc2)oc1NCCN1CCOCC1
-1.9	-1.1	CCOc1ccc(S(=O)(=O)N2CCCC(C(=O)NCc3ccccn3)C2)cc1Cl (stereo not given)
2.8	nt	CC1CCN(C(=O)c2nc[nH]c2C(=O)N2CCc3ccccc3C2)CC1
0.6	1.4	COc1coc(C(O)C[N+](=O)[O-])cc1=O (stereo not given)
0.0	-0.07	O=C(/C=C/c1ccc(F)cc1)NC(=S)N1CCN(c2ccccn2)CC1
-0.2	2.6	Clc1ccc2c(NCc3ccccn3)ccnc2c1
0.1	nt	Cc1nnc(SCC(=O)NNC(=O)c2ccccc2)n1N
-1.1	-0.03	CCNc1nc(NC(C)(C)C)nc(SCC(N)=O)n1
-2.2	0.29	CC(=O)Nc1nonc1NC(C)=O

(list continues)
STK33 kinase inh	Kir21 inh	SMILES
-0.1	-0.47	CCN(C(=O)CSC1=Nc2ccccc2C2CC=NN12)C1CCS(=O)(=O)C1 (stereo not given)
0.4	0.13	CC(=O)Nc1ccc(S(=O)(=O)N2CCN(Cc3ccccc3[N+](=O)[O-])CC2)cc1
-1.2	1.3	C#Cc1ccc([C@@H]2C=C(C(=O)NCc3ccccc3)O[C@H](OCC)[C@H]2CCCO)cc1
0.1	-0.71	COc1ccc(C(CC(=O)Nc2cc(C)ccn2)N2Cc3ccccc3C2=O)cc1 (stereo not given)
-0.7	-1.5	Cc1nn(C)c(C)c1NC(=O)C12CC3CC(CC(C3)C1)C2
-0.1	-0.85	COc1ccc(C)cc1NC(=O)c1cccc(-c2ccc(OC(C)=O)cc2)c1
-0.2	-0.22	Cc1ccccc1N(C(=O)CNC(=O)c1ccco1)C(C(=O)NC1CCCC1)c1ccncc1 (stereo not given)
-0.9	1.8	O=C1c2ccccc2S(=O)(=O)N1CCOc1ccc(F)cc1
0.7	-1.2	CCN(CCO)C(=O)c1ccc2oc(Cc3ccc(Cl)cc3)nc2c1
6.8	0.58	O=C(CSc1cccc[n+]1[O-])Nc1cc([N+](=O)[O-])ccc1Cl
-0.9	0.06	O=[N+]([O-])c1cc([N+](=O)[O-])c2n[nH]c(-c3ccccc3)c2c1
-2.4	-0.43	COc1cc(/C=C2\CCCc3c2nc2ccccc2c3C(=O)O)cc([N+](=O)[O-])c1O
0.2	0.25	CCCCN(C(=O)C1CC(=O)N(Cc2ccc(C)cc2)C1)c1c(N)n(CCCC)c(=O)[nH]c1=O (stereo not given)
0.7	0.75	CC(Oc1ccc(F)cc1)C(=O)Nc1cc(S(=O)(=O)N2CCOCC2)ccc1N1CCCC1 (stereo not given)
-2.1	0.69	O=C(NCCc1cccs1)c1ccc(CS(=O)Cc2ccc(Cl)cc2)o1 (stereo not given)
-1.1	1.2	COC(=O)C[C@H]1c2cc(C(F)(F)F)ccc2S(=O)(=O)N1C1CCCCC1
